14-3-3 PPI: modulators of human 14-3-3 gamma - Raf peptide interaction | P61981 | FP, 14-3-3gamma / TMR-pS259-Raf peptide binding | inhibition, % at 40 µM | 0.19% of 160,000 active; in the data active = inhibition above about 30%;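 note: 0% = protein plus tracer without compound and 100% = blank with tracer alone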
Target sequence (P61981 whole entry, looked up): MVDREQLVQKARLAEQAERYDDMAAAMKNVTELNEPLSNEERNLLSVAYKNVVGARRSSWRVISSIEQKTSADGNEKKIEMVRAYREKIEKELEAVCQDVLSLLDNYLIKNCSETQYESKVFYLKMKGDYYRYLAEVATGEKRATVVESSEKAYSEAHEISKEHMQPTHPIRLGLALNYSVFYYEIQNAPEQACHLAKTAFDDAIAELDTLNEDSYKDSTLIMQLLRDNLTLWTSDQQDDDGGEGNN
* hit, by the source's call; & = joins results of further samples. This is a subset. The share of hits here may be higher or lower than overall.

14-3-3 PPI,SMILES
-8,Cc1ccc(-c2csc(=Nc3cccc(Cl)c3)n2CCO)cc1
0,CCN(CC)CCNc1ccnc2cc(Cl)ccc12
-3,Cc1c(C(=O)Nc2nc3ccccc3s2)sc2ncn(CC(=O)N3CCC(C)CC3)c(=O)c12
-1,O=C(Nc1nc(-c2cc3ccccc3oc2=O)cs1)C1CCCCC1
-2,O=C1c2ccc(Oc3cccc([N+](=O)[O-])c3)cc2C(=O)N1c1cccc(Cl)c1
2,O=C(CN1C(=O)NC2(CCCc3ccccc32)C1=O)N1CCc2ccccc2C1 (stereo unspecified)
3,O=C(CN1C(=O)C2C3C=CC(C3)C2C1=O)N1CCN(c2ccc([N+](=O)[O-])cc2)CC1 (stereo unspecified)
1,CCOc1cc2[nH]c(=O)n(CCC(C)C)c(=O)c2cc1OCC
-4,COC(=O)C(O)(CC(=O)c1ccc(OC)cc1)C(F)(F)F (stereo unspecified)
-10,O=C(CN1C(=O)CSc2ccc(S(=O)(=O)N3CCCC3)cc21)N1CCC(Cc2ccccc2)CC1

The list goes on (6 carried over from the part before).
14-3-3 PPI,SMILES
-2,O=C1c2ccc(Oc3cccc([N+](=O)[O-])c3)cc2C(=O)N1c1cccc(Cl)c1
2,O=C(CN1C(=O)NC2(CCCc3ccccc32)C1=O)N1CCc2ccccc2C1 (stereo unspecified)
3,O=C(CN1C(=O)C2C3C=CC(C3)C2C1=O)N1CCN(c2ccc([N+](=O)[O-])cc2)CC1 (stereo unspecified)
1,CCOc1cc2[nH]c(=O)n(CCC(C)C)c(=O)c2cc1OCC
-4,COC(=O)C(O)(CC(=O)c1ccc(OC)cc1)C(F)(F)F (stereo unspecified)
-10,O=C(CN1C(=O)CSc2ccc(S(=O)(=O)N3CCCC3)cc21)N1CCC(Cc2ccccc2)CC1
1,CCn1c(CNc2ccc(C)cc2)nnc1SCC(=O)NCc1ccccc1
-7,CN(CCNS(=O)(=O)c1ccc2c(c1)CCN2C(=O)C1CC1)Cc1ccccc1
-9,CCC(=O)Nc1nc(OC)cc(OC)n1
2,COc1ccc(NC(=O)c2sc3cc([N+](=O)[O-])ccc3c2Cl)c(OC)c1
-6,CC1CCN(S(=O)(=O)c2ccc(NC(=O)Cn3nnc(-c4ccccc4F)n3)cc2)CC1
2,COc1ccc(CCNC(=O)C2CCN(S(=O)(=O)c3cnc[nH]3)CC2)cc1OC
1,Cc1ccc(OCc2nc(-c3ccccc3Cl)no2)c(C)c1
-1,COC(=O)c1ccc(OCC(O)CN2CCC(C)CC2)cc1 (stereo unspecified)
-7,CCCc1ccc(OCC(=O)Nc2ccc(CC#N)cc2)cc1
-17,CCCOc1ccc(S(=O)(=O)NCc2ccc(OC)cc2)cc1
-3,CC(C)(C)OC(=O)N1CCC[C@H]1c1nnc(SCc2c(F)cccc2Cl)o1
-4,COc1ccc(C(=O)Cn2c(N3CCCCC3)nc3c2c(=O)n(C)c(=O)n3C)cc1OC
-2&-10,Cc1cc(NC(=O)c2ccccc2)sc1C
-6,CC(=O)Oc1ccccc1C(=O)O
-5,Cc1ccc(C(=O)NCCn2c(C)cc3ccccc32)cc1
-71,CCOC(=O)c1c(NC(=O)COc2ccccc2[N+](=O)[O-])sc(C(C)=O)c1C
-4,O=C(Nc1ccc(S(=O)(=O)N2CCC(C(=O)NC3CCCCC3)CC2)cc1)c1ccco1
-8,COc1ccc(-c2nc(SCC(=O)Nc3ccc(OC(F)(F)F)cc3)c3c(=O)n(C)c(=O)n(C)c3n2)cc1
2,COc1ccc(-n2c3c(cc(C(=O)N4CCC(C)CC4)c2=O)C(=O)CC(C)(C)C3)cc1
-19,O=C(Nc1ccc2c(c1)OCO2)c1c(F)cccc1F
-1,CCOc1cc2c(cc1OCC)C1C(C(=O)NCC3CCCN3CC)c3ccccc3C(=O)N1CC2 (stereo unspecified)
-1,CCCCOc1ccc(C2NC(C(=O)O)CS2)cc1 (stereo unspecified)
1,CC(C)(C)n1nc2c(c1NC(=O)C1CCCCC1)CSC2
-14,Cc1nc2sc3c(c2c2nc(-c4ccco4)nn12)CC(C)(C)OC3
6,O=C(c1ccccc1F)N1CCN(S(=O)(=O)c2cccc([N+](=O)[O-])c2)CC1
-1,CCOC(=O)c1c(NC(=O)CC2SC(N)=NC2=O)sc(C)c1C (stereo unspecified)
11,COc1ccc(-c2nnc3sc(COc4ccc(C)cc4)nn23)cc1
-4,O=c1c2ccccc2c(-c2ccc(Cl)cc2)nn1-c1cc(N2CCCC2)ccc1[N+](=O)[O-]
-14,CCOc1ccc(C=Nc2cc(Cl)ccc2O)c(O)c1
-4,O=C(O)CCCCCN1C(=O)C(=O)/C(=C(/O)c2ccccc2)C1c1ccccc1 (stereo unspecified)
2,O=C(CSc1nc2[nH]ncc2c(=O)n1-c1cccc2ccccc12)NCc1ccccc1Cl
-3,CCOC(=O)C1CCN(C(c2cc3c(C)ccc(C)c3[nH]c2=O)c2nnnn2C2CCCCC2)CC1 (stereo unspecified)
3,CC(C)CCNC(=O)CCN1C(=O)COc2ccccc21
-1,Cc1ccc(N2CC(C(=O)Nc3cc(C)ccc3F)CC2=O)cc1 (stereo unspecified)
-6,CC1=C(C(=O)Nc2ccccc2)C(c2ccncc2)C(C#N)=C(SCC(=O)NC(C)C)N1 (stereo unspecified)
-1,O=C(O)C1C2C=CC(C3CC23)C1C(=O)NCCc1ccccc1 (stereo unspecified)
-3,N#CCc1ccc(NC(=O)c2ccc([N+](=O)[O-])cc2)cc1
-6,Cc1cc(NCc2ccco2)ncn1
-15,C=CCSc1nnc2c(n1)OC(c1ccc(OCC(=O)O)c(OC)c1)Nc1ccccc1-2 (stereo unspecified)
8,COCCOC(=O)C1=C(C)NC(=O)NC1c1ccc(Br)cc1 (stereo unspecified)

Five entries drawn at random from the list so far:
14-3-3 PPI,SMILES
-15,C=CCSc1nnc2c(n1)OC(c1ccc(OCC(=O)O)c(OC)c1)Nc1ccccc1-2 (stereo unspecified)
-6,Cc1cc(NCc2ccco2)ncn1
-6,CC1=C(C(=O)Nc2ccccc2)C(c2ccncc2)C(C#N)=C(SCC(=O)NC(C)C)N1 (stereo unspecified)
-1,Cc1ccc(N2CC(C(=O)Nc3cc(C)ccc3F)CC2=O)cc1 (stereo unspecified)
-1,O=C(O)C1C2C=CC(C3CC23)C1C(=O)NCCc1ccccc1 (stereo unspecified)

Other compounds
14-3-3 PPI,SMILES
-77,CC(NC(=O)c1cc(-c2ccco2)on1)c1ccccc1 (stereo unspecified)
-4,Cc1cc(C(C)(C)C)oc1C(=O)N1CCN(C(=O)c2oc(C(C)(C)C)cc2C)CC1
-5,Cc1cc(Nc2ccccc2N2CCOCC2)n2ncnc2n1
6,COc1ccc(N(C(=O)c2ccccc2OC)S(=O)(=O)c2ccc(Cl)cc2)cc1
8,Cc1ccc2c(CC(=O)OC(C)C(=O)NCc3ccc4c(c3)OCO4)coc2c1 (stereo unspecified)
-7,CN1CCN(c2nc3c(c(=O)[nH]c(=O)n3C)n2CCCSc2ncccn2)CC1
-9,O=C(O)c1n[nH]nc1C(=O)O
-3,COC(=O)c1c(NC(=O)c2ccc(C(C)(C)C)cc2)sc(C)c1C
-1,COC(=O)c1nsnc1N
-10,Cn1c(=O)c2c(-c3ccccc3)n3c4ccccc4nc(-c4cccnc4)c3c2n(C)c1=O
-7,O=[N+]([O-])c1ccc(CSc2nnc(-c3ccncc3)o2)cc1
5,CC(Nc1nc2ccccc2n1C)c1cc(Cl)ccc1O (stereo unspecified)
-3,CSc1ccccc1NC(=O)c1ccccc1O
8,CC(C)C(c1nnnn1Cc1ccccc1)N1CCC(C(N)=O)CC1 (stereo unspecified)
-4,COc1ccccc1CNC(=O)CSc1nc2nc(C)cc(C)n2n1
0,CCn1nnnc1SCCSc1nnnn1CC
4,CC(OC(=O)c1cccs1)C(=O)NCc1cccs1 (stereo unspecified)
-85,O=C(NC1CCCCC1)c1cc2c(=O)[nH]c3ccccc3c2s1
-13&1,CCn1c(NC(=O)c2cccs2)nc2ccccc21
8,CCCN(CCC)CCNC(=O)C1c2ccccc2C(=O)N2CCc3ccccc3C12 (stereo unspecified)
-5,O=C(NCC(CNCc1ccccc1)([N+](=O)[O-])[N+](=O)[O-])c1ccccc1
-4,CCC(C)[C@H](N)c1nnc(SCc2cccc(F)c2)o1 (stereo partly specified)
-10,COc1cc(NC(=O)c2cc3sccc3n2C)cc(OC)c1
-8,CCOCCCNC(=O)c1cnn2c(C)c(Cc3cccc(Cl)c3)c(C)nc12
-2,c1ccc2[nH]c(SCSc3nc4ccccc4[nH]3)nc2c1
-2,Cc1ccc(-n2c(=O)[nH]c3cc(C(=O)NCCC4=CCCCC4)ccc3c2=O)cc1
-29,Cc1ccc(C)c(N(C)S(=O)(=O)c2ccc3c(c2)CCC(=O)N3)c1
2&-4,O=C(CN1CCN(S(=O)(=O)c2ccc(Br)cc2)CC1)Nc1ccc(F)cc1
-4,CCCC12CN3CC(CCC)(CN(C1)C3c1ccc3c(c1)OCO3)C2=O (stereo unspecified)
0,Cc1cccc(C)c1NC(=O)C(c1ccccc1[N+](=O)[O-])N(C)C(=O)CN1C(=O)c2ccccc2C1=O (stereo unspecified)

Three successive entries out of the list so far, for reference:
14-3-3 PPI,SMILES
2&-4,O=C(CN1CCN(S(=O)(=O)c2ccc(Br)cc2)CC1)Nc1ccc(F)cc1
-4,CCCC12CN3CC(CCC)(CN(C1)C3c1ccc3c(c1)OCO3)C2=O (stereo unspecified)
0,Cc1cccc(C)c1NC(=O)C(c1ccccc1[N+](=O)[O-])N(C)C(=O)CN1C(=O)c2ccccc2C1=O (stereo unspecified)

(list continues)
14-3-3 PPI,SMILES
-1,Cc1nc2nc(SCC(=O)NC3CCCCC3)nn2c(C)c1Cc1ccccc1
1,CCCC(C(=O)NCc1ccco1)N(C(=O)CNS(=O)(=O)c1ccc(Cl)cc1)C1CCCC1 (stereo unspecified)
1,c1cncc(-c2nc(-c3ccco3)cs2)c1
-4,CCOC(=O)C1=NN(C(=O)c2ccc(Cl)cc2)C(O)(C(C)(C)C)C1 (stereo unspecified)
-3,O=C(Cn1nnc(-c2ccccc2)n1)c1ccccc1
-10,CCOc1ccc(N(C(C)C(=O)Nc2ccc(C)cc2)S(C)(=O)=O)cc1 (stereo unspecified)
-8,COc1ccc(-n2nc(C(=O)N3CCCC3)c3c4ccccc4n(C)c3c2=O)cc1
-5,CCOC(=O)c1[nH]nc2c1C(=O)N(Cc1ccccc1)C2=O
4,Cc1ncsc1CCSc1n[nH]c(=O)n1-c1ccccc1
-1,COc1ccc(-c2cc(C(=O)NC(C)C)no2)cc1OC
-2,O=C(CSc1nccn1-c1ccc(Cl)cc1)NCc1ccco1
3,Cc1oc(-c2cccs2)nc1CS(=O)CC(=O)NCCCN1CC(C)CC(C)C1 (stereo unspecified)
-15,Cc1cc(C)c2oc(-c3cccc(NC(=O)c4ccc([N+](=O)[O-])c(C)c4)c3C)nc2c1
-15,O=C(Nc1cccc2ccccc12)c1ccco1
-89,COc1ccc(OC)c(NC(=O)c2cc3ccc(OC)cc3oc2=Nc2ccc(C(=O)O)cc2)c1
6,CC(C)CNC(=O)C(=O)Nc1cccc(F)c1
1,CC(C(=O)NCCc1ccccc1)C1Sc2ccccc2N(Cc2cccc(Cl)c2)C1=O (stereo unspecified)
-7,O=C(NCC1CCCO1)c1ccc(Cn2c(=S)[nH]c3ccccc3c2=O)cc1 (stereo unspecified)
-10,Cc1cccc(Oc2coc3cc(O)ccc3c2=O)c1
17,Cc1c(C(=O)N2CCC(C#N)CC2)sc2ncnc(N3CCc4ccccc4C3)c12
2,COC(=O)C1=C(C)NC2=C(C(=O)CCC2)C1c1ccccc1OC (stereo unspecified)
0,CCc1cc2c(SCC(=O)c3ccc(Cl)cc3)ncnc2s1
11,COC(=O)c1ccccc1NC(=O)NCc1ccco1
-4,CCN1CCN(C(=O)C2CCC(=O)N(c3ccc(OC)cc3)C2c2ccc(OC)cc2)CC1 (stereo unspecified)
-4,Cc1sc2ncn(CC(=O)NCC(=O)NC(C)C)c(=O)c2c1C
-22,COc1c(OC(C)=O)ccc(C2Nc3ccc4ccccc4c3C3=C2C(=O)CC(C)(C)C3)c1[N+](=O)[O-] (stereo unspecified)
-9,O=C(CN1CCN(c2ccccn2)CC1)Nc1cc(C(F)(F)F)ccc1Cl
-3,O=C(CCN1C(=O)COc2ccccc21)NCCN1CCCCCC1
-5,O=C(Nc1cc(C(F)(F)F)ccc1Br)c1ccccc1Cl
3,COc1ccc(CCNC(=O)CN2C(=O)CSc3ccccc32)cc1OC
0&-18,CC(=O)c1ccc(N2CCN(C(=O)CCCn3c(=S)[nH]c4cc5c(cc4c3=O)OCO5)CC2)cc1
-7,COCCOC(=O)C1=C(C)NC(=O)NC1c1c(OC)ncnc1OC (stereo unspecified)
-6,COc1ccc(C)cc1NC(=O)CN1CCCN(S(=O)(=O)c2ccc(F)cc2)CC1
-2,Cc1c(C(=O)N2CCOCC2)sc(NC(=O)c2ccc3c(c2)OCO3)c1C#N
-5,O=C(c1ccc(Cl)cc1)N1CCN(c2nc(-c3ccccc3)c3cc([N+](=O)[O-])ccc3n2)CC1
-12,CC1(C)CC(=O)c2cc3c(N)c(C(=O)c4ccc(F)cc4)sc3nc2C1
-9,Cc1ccc(NC(=O)CCCOc2ccc(C(C)(C)C)cc2)c(Br)c1
-4,CCn1c(SCc2cccnc2)nnc1-c1c[nH]c2ccccc12
-60,Cc1cc(C)n2nc(SCC(=O)NC3CCCc4ccccc43)nc2n1 (stereo unspecified)
-162,O=C(c1ccc(Br)cc1)C1CCc2occc2C1=O (stereo unspecified)
-9,CCOC(=O)N1CCC(N2CCN(S(=O)(=O)CC)CC2)CC1
-9,O=C(Nc1ccccc1C(=O)N1CCCCC1)C1CCCCC1
-8,Cc1cccc(Cn2cnc3c(nnn3Cc3ccccc3F)c2=O)c1
-6,COc1cc2c(cc1[N+](=O)[O-])n(C(C)C)c(=O)n2C(C)C
4&-7,CCC(SC1=Nc2ccccc2C2=NC(CC(C)C)C(=O)N12)C(=O)Nc1ccc2c(c1)OCO2 (stereo unspecified)
-108,Cc1cc(O)c(NC(=O)COc2ccc(Cl)cc2C)cc1C
0,CC1Cc2nc(SCC(=O)NCc3ccc(F)cc3)n(Cc3ccccc3)c(=O)c2S1 (stereo unspecified)
-75,Fc1ccccc1C1Nc2ccc3ccccc3c2C2C=CCC21 (stereo unspecified)
6,CC(=O)N1CCc2cc(Br)cc(S(=O)(=O)CCC(=O)N3CC(C)CC(C)C3)c21 (stereo unspecified)
